RNase H inhibition: RNase H inhibition, HIV 1 Gag Pol polyprotein, FRET biochemical assay, screening (AID 372); HIV-1 RT RNase H, FRET RNA/DNA substrate fluorescence; higher % means a stronger effect; inhibition, % at 10 µM, or IC50 in µM where a hit was titrated; 0.77% of 100,000 active; in the data active means inhibition above about 50%
Starred values were filed as active, the others as inactive. This is a subset. The share of hits here may be higher or lower than overall.

SMILES,RNase H inhibition
Nn1c(Nc2ccccc2)nc2ccccc2c1=O,2%
CCN(CC)c1ccc(/C=N/NC(=O)CSCc2ccccc2Br)cc1,16%
Cc1ccccc1-n1c(C)cc(/C=C2\C(=O)NC(=O)N(C)C2=O)c1C,10%
O=C(/C=C/c1ccc2c(c1)OCO2)Nc1cccc(Cl)c1,31%
CCOc1cccc(C(=O)NC(=S)Nc2ccc(-c3nc4ccccc4o3)cc2)c1,11%
O=S(=O)(Nc1ccc(Cl)cc1Cl)c1ccc2ccccc2c1,26%
O=C1NC(=S)N(c2cccc(Cl)c2Cl)C(=O)/C1=C/c1ccc(N2CCCCC2)o1,10%
COC(=O)c1cc(NC(=O)C(Sc2ccccc2)c2ccccc2)cc(C(=O)OC)c1 (stereo not drawn),5%
Cc1cccc(CSCc2nnc(NC(=O)Nc3ccc(Cl)cc3Cl)s2)c1,53%*
O=C(O)c1ccccc1SCCSc1ccccc1C(=O)O,7%
COc1cc(-c2ncnn2-c2ccc(F)c([N+](=O)[O-])c2)ccc1OCc1ccccc1,7%
O=C1C=C(Nc2ccc(Cl)cc2Cl)CC(c2ccco2)C1 (stereo not drawn),12%
COc1cc2ccccc2cc1C(=O)Nc1ccc(Br)cc1F,18%
COc1ccc(-c2cc(C(=O)NCc3ccccc3)c3ccccc3n2)cc1,6%
CSc1ccc(S(=O)(=O)NCCSc2ccccn2)cc1,0%
CCCN(CCC)C(=O)c1c(NC(=O)c2cccs2)sc2c1CCCC2,3%
O=C(COc1ccc(C2CCCCC2)cc1)Nc1cc(C(=O)O)cc(C(=O)O)c1,0%
COc1ccc2ccccc2c1C=Nc1ccc(C)c(I)c1,21%
COc1cc(C=O)ccc1Oc1ccc([N+](=O)[O-])cn1,7%
O=C1c2ccccc2C(=O)c2c1nc1n2CCOC1,7%
CC1=C(C(=O)OCCc2ccccc2)C(c2ccc3c(c2)OCO3)C2=C(CC(C)(C)CC2=O)N1 (stereo not drawn),10%
Clc1ccc(C=Nc2ccc(-c3ccc(N=Cc4ccc(Cl)cc4Cl)cc3)cc2)c(Cl)c1,0%
C/C(=N\Nc1cc(-c2ccccc2)nc(C)n1)c1cccc(N)c1,0%
O=C1NC(c2ccccc2)=C(c2ccc3ccccc3n2)C(c2ccc([N+](=O)[O-])cc2)N1 (stereo not drawn),24%
CCOC(=O)C1=C(C)N=c2s/c(=C\c3ccc(-c4ccc(C)c([N+](=O)[O-])c4)o3)c(=O)n2C1c1ccc(SC)cc1 (stereo not drawn),38%

Additional results:
SMILES,RNase H inhibition
Cc1cc(C)nc(NS(=O)(=O)c2ccc(N/C=C(/C#N)c3nc(-c4ccc(Br)cc4)cs3)cc2)n1,20%
Nc1ccc(Br)c(NC(=O)c2ccccc2)c1,10%
CCCOC(=O)C1=C(C)NC2=C(C(=O)CC(c3ccccc3)C2)C1c1ccc(OC)c(Br)c1 (stereo not drawn),10%
COc1ccccc1NC(=O)C1=C(C)NC(=S)NC1c1ccccc1F (stereo not drawn),26%
CCN(CC)c1ccc(C2C3=C(CC(C)(C)CC3=O)Nc3ccccc3N2C(=O)c2ccc(F)cc2)cc1 (stereo not drawn),12%
COc1ccc(N[C@H]2O[C@H](CO)[C@@H](O)[C@@H]2O)c([N+](=O)[O-])c1,4%
COc1ccc(/C=C2\C(=O)NC(=O)N(c3cccc(Br)c3)C2=O)c(OC)c1,4%
O=C(Nc1nnc(-c2ccccc2Br)s1)Nc1ccccc1F,17%
CN1/C(=C\C(=O)Nc2ccc(Br)cc2)C(C)(C)c2ccccc21,1%
Cc1ccc(CNC(=O)C(=O)NCc2ccncc2)cc1,5%
COc1ccc(CN2CCN(C(=O)c3ccc(-c4ccccc4)cc3)CC2)c(OC)c1,11%
COc1cc(C2C3=C(CC(C)(C)CC3=O)OC3=C2C(=O)CC(C)(C)C3)cc(Br)c1OCc1ccccc1,0%
Cc1nc2cc(/C=C/C(=O)c3nc4ccccc4s3)ccc2n1-c1ccccc1,27%
Cc1cccc(N2C(=O)SC(Nc3ccc(Cl)cc3)C2=O)c1 (stereo not drawn),5%
COc1ccc(C(=S)N2CCOCC2)cc1,7%
COc1nc(-c2ccccc2)cc(-c2ccccc2)n1,1%
CC[n+]1c(SCC(=O)O)sc2ccccc21,15%
O=C(NC(=S)Nc1ccc([N+](=O)[O-])cc1)c1ccco1,0%
COc1cc(/C=N/NC(=O)c2cccnc2)ccc1Oc1ccc(C(F)(F)F)cc1[N+](=O)[O-],6%
CCc1ccc(CN2CCCC(C(=O)NN)C2)cc1 (stereo not drawn),4%
CCOC(=O)c1ccc(NC2=NC(C)(C)Cc3ccccc32)cc1,17%
O=C(NC(=S)Nc1ccc(-c2nc3ccccc3s2)cc1)c1ccc(Br)cc1,32%
COC(=O)C1=C(C)NC2=C(C(=O)CC(c3ccccc3)C2)C1c1ccc(O)c([N+](=O)[O-])c1 (stereo not drawn),24%
CC(=O)N(/C=C1\Sc2ccccc2C1=O)c1ccc(C)cc1,7%
COc1cccc(/C=N/Nc2nc3nonc3nc2Nc2cccc(C)c2C)c1O,20%

The list continues.
SMILES,RNase H inhibition
COc1ccc(C2C(C(C)=O)=C(O)C(=O)N2CC2CCCO2)cc1OC (stereo not drawn),0%
CCc1c(C#N)c(N)nc(SCC(=O)c2ccc(-c3ccccc3)cc2)c1C#N,10%
Cc1cccc(C(C)C)c1NC(=O)c1ccc(Cl)cc1,13%
O=C1NC(=O)N(c2ccc(F)cc2)C(=O)/C1=C/c1ccc(Sc2ccccc2)o1,6%
CN1CCN(c2nc3ccccn3c(=O)c2/C=C2\SC(=S)N(CCc3ccccc3)C2=O)CC1,17%
CCN(/C=C1/C(=O)N(c2ccc(OC)cc2)C(=O)c2ccccc21)CC,6%
O=C(Nc1ccc(OC(F)(F)F)cc1)Nc1cccc(Cl)c1,12%
CCN1CCN(C2CC(=O)N(c3ccc(C)c(Cl)c3)C2=O)CC1 (stereo not drawn),5%
Cc1ccc(S(=O)(=O)N(CCc2ccccc2)CC(=O)Nc2ccc(Cl)cc2Cl)cc1,3%
COc1ccc(COC(=O)C2=C(C)NC3=C(C(=O)CC(C)(C)C3)C2c2ccc(-c3ccccc3)cc2)cc1 (stereo not drawn),16%
CCOC(=O)c1c(NC(=O)c2ccc(S(=O)(=O)N3CCOCC3)cc2)sc(C)c1C,14%
CCOC1C(OCC)N(S(C)(=O)=O)CCN1S(C)(=O)=O (stereo not drawn),10%
NC(=O)NC(c1ccccc1)c1ccc(I)cc1 (stereo not drawn),3%
c1cc2nsnc2c2c1Nc1nc3nonc3nc1N2,15%
O=C(Nc1ccc(Br)cc1)c1ccccc1Br,13%
O=C(NC(Cc1ccc([N+](=O)[O-])cc1)C(=O)NCc1ccco1)OCc1ccccc1 (stereo not drawn),7%
O=C1c2ccccc2/C(=N/N=C/c2ccccc2)C1C(=O)C(c1ccccc1)c1ccccc1 (stereo not drawn),4%
COc1cccc2sc(NC(=O)c3ccc(S(=O)(=O)N4CCCCC4)cc3)nc12,16%
O=C(Nc1nnc(CCc2ccccc2)s1)Nc1ccc(Cl)cc1Cl,33%
COC(=O)c1cc(Cl)c(NC(=O)COc2ccc(C)cc2C(C)(C)C)cc1OC,5%
COc1ccccc1C(=O)N1CCN(C(=O)c2cccs2)CC1,0%
CC(C)(C)c1cc(C=NN2CCN(Cc3ccccc3)CC2)cc(C(C)(C)C)c1O,10%
O=C(O)/C=C/c1ccc(-c2ccccc2Cl)o1,10%
CC(=O)C1=C(O)C(=O)N(CCO)C1c1ccccc1 (stereo not drawn),3%
Cc1ccc(-n2nc3ccc(NC(=S)NC(=O)c4ccc(Cl)cc4)cc3n2)cc1,17%

(listing goes on)
SMILES,RNase H inhibition
O=C(Nc1ccc2nn(-c3ccc(Cl)cc3)nc2c1)c1cccnc1,9%
Cc1c(Cl)cccc1N=Cc1c(O)ccc2ccccc12,12%
Cc1cccc(OCC(=O)Nc2cccc(NC(=O)c3ccccc3)c2)c1,21%
O=C(/C=C/c1cc([N+](=O)[O-])ccc1O)c1ccc(Cl)cc1,9%
CC(=O)c1cccc(NC(=O)CCCOc2ccccc2)c1,4%
O=C(O)c1cccc(N/C(=N\S(=O)(=O)c2ccccc2)c2ccccc2)c1,7%
CCCCOC(=O)C(c1ccccc1)c1ccccc1,15%
Nc1cc(-c2ccccc2)nn1CC1CCCCC1,6%
CC(=O)NC1=NC(=O)/C(=C\c2ccc(C(C)(C)C)cc2)S1,0%
Cc1nn(CC(=O)N2CCCCC2)c(=O)c2ccccc12,13%
COc1ccc(/C=C/C(=O)Nc2ccc(Cl)c3c2C(=O)c2ccccc2C3=O)cc1,3%
CCOc1cc(C=C2C(=O)N(C)C(=O)N(C)C2=O)ccc1OCCOc1ccccc1Cl,15%
COc1cccc(N(CC(=O)Nc2ccccc2)S(=O)(=O)c2ccccc2)c1,2%
NC(=O)c1sc2cc(F)ccc2c1Cl,16%
CCc1ccc(NS(=O)(=O)c2ccc(Cl)cc2)cc1,1%
CCOc1ccccc1OCCCCOc1c(Cl)cc(C)cc1Cl,23%
Cc1ccc(N2C(=O)CN=C2Nc2nc(C)cc(C)n2)c(C)c1,0%
COc1ccc2nc(Cl)c(/C=C(\C#N)c3nc(-c4cc5c(ccc6ccccc65)oc4=O)cs3)cc2c1,7%
Cc1cc(C)cc(CC(C(=O)Nc2ccc(I)cc2)C(C)C(=O)O)c1 (stereo not drawn),1%
N#Cc1c(/N=C/c2ccc(-c3ccc(Br)cc3)o2)sc2c1CCCC2,6%
O=C1OC(c2sc3ccccc3c2Cl)=N/C1=C/c1ccc(F)cc1,1%
O=[N+]([O-])c1ccc(-c2cnc(N/N=C/c3cccc([N+](=O)[O-])c3)nc2)cc1,46%
C=C(S(=O)(=O)c1ccc(C)cc1)S(=O)(=O)c1ccc(C)cc1,13%
N/C(=N\OC(=O)c1ccccc1F)c1ccccc1,10%
CS(=O)(=O)N(CC(=O)Nc1ccccc1C(F)(F)F)c1ccc(Cl)cc1,0%

Next part.
canonical_smiles,RNase H inhibition
CCCCOc1cccc(NC(=O)c2ccc([N+](=O)[O-])cc2Cl)c1,6%
COc1ccc(-c2cc(-c3ccc(C)cc3)nc(OC(C)C)n2)cc1,5%
Cc1ccc2nsnc2c1NC(=O)c1ccc(OCc2ccccc2)cc1,25%
Cc1cc(C)c(OCCCN2CCOCC2)c(C)c1,0%
Cc1ccccc1C(=O)NC(=S)Nc1cccc(NC(=O)c2ccco2)c1,22%
COCc1cc(=O)n2[nH]c(-c3ccc(C)cc3)cc2n1,9%
CC(=O)Nc1ccc2nc(SCC(=O)Nc3ccc(F)cc3)sc2c1,17%
CC(C)(CN1CCOCC1)NS(=O)(=O)c1ccccc1,8%
Cc1cc2ncn(CC(=O)N3CCOCC3)c2cc1C,2%
CC(=O)N(C(C)=O)n1c(/C=C/c2ccc([N+](=O)[O-])cc2)nc2ccccc2c1=O,6%
COc1cc(/C=C2\C(=O)NC(=O)N(c3cccc(C)c3)C2=O)ccc1O,17%
O=C(Nc1ccc(F)cc1F)N1CCCc2ccccc21,9%

Looked up by compound from the entries so far (2):
canonical_smiles,RNase H inhibition
Cc1ccc(CNC(=O)C(=O)NCc2ccncc2)cc1,5%
COc1ccccc1NC(=O)C1=C(C)NC(=S)NC1c1ccccc1F (stereo not drawn),26%

The results go on:
canonical_smiles,RNase H inhibition
C=CCc1cccc(C=Nn2c(-c3ccc(Cl)cc3Cl)n[nH]c2=S)c1O,17%
O=C1NC(=O)N(c2ccc(Cl)cc2)C(=O)/C1=C/c1cccc(F)c1,7%
CN1/C(=C\C(=O)c2ccccc2)c2ccccc2CC1(C)C,0%
COc1ccc(C2CC(c3ccccc3)=NN2c2ccc(/C=N/NC(=O)c3ccccc3[N+](=O)[O-])cc2)cc1 (stereo not drawn),17%
Cc1cc(/C=C2\C(=O)NC(=S)N(c3ccccc3)C2=O)c(C)n1-c1ccc([N+](=O)[O-])cc1,13%
O=C(NCCCNc1ccc([N+](=O)[O-])cc1Cl)c1cccc(Br)c1,10%
COc1ccc(CNC(=O)c2ccc(CN3CCc4ccccc4C3)cc2)cc1,6%
COc1ccc2c(Cl)c(C(=O)N/N=C/c3ccncc3)sc2c1,3%
Cc1c(N=Cc2cc([N+](=O)[O-])ccc2Cl)cccc1[N+](=O)[O-],8%
O=C(NC(Nc1ccccc1F)C(Cl)(Cl)Cl)c1ccccc1 (stereo not drawn),0%
CSc1ccc(CN2CCN(Cc3ccccc3C(F)(F)F)CC2)cc1,5%
COc1ccc(OC)c(S(=O)(=O)c2ccc(C)c(C)c2)c1,0%

Structures from the list above with a nitro group on carbon:
canonical_smiles,RNase H inhibition
COc1cc(-c2ncnn2-c2ccc(F)c([N+](=O)[O-])c2)ccc1OCc1ccccc1,7%
COc1cc(C=O)ccc1Oc1ccc([N+](=O)[O-])cn1,7%
O=C1NC(c2ccccc2)=C(c2ccc3ccccc3n2)C(c2ccc([N+](=O)[O-])cc2)N1 (stereo not drawn),24%
CCOC(=O)C1=C(C)N=c2s/c(=C\c3ccc(-c4ccc(C)c([N+](=O)[O-])c4)o3)c(=O)n2C1c1ccc(SC)cc1 (stereo not drawn),38%
COc1ccc(N[C@H]2O[C@H](CO)[C@@H](O)[C@@H]2O)c([N+](=O)[O-])c1,4%
O=C(NC(=S)Nc1ccc([N+](=O)[O-])cc1)c1ccco1,0%
COc1cc(/C=N/NC(=O)c2cccnc2)ccc1Oc1ccc(C(F)(F)F)cc1[N+](=O)[O-],6%
COC(=O)C1=C(C)NC2=C(C(=O)CC(c3ccccc3)C2)C1c1ccc(O)c([N+](=O)[O-])c1 (stereo not drawn),24%
O=C(NC(Cc1ccc([N+](=O)[O-])cc1)C(=O)NCc1ccco1)OCc1ccccc1 (stereo not drawn),7%
O=C(/C=C/c1cc([N+](=O)[O-])ccc1O)c1ccc(Cl)cc1,9%
O=[N+]([O-])c1ccc(-c2cnc(N/N=C/c3cccc([N+](=O)[O-])c3)nc2)cc1,46%
CCCCOc1cccc(NC(=O)c2ccc([N+](=O)[O-])cc2Cl)c1,6%
CC(=O)N(C(C)=O)n1c(/C=C/c2ccc([N+](=O)[O-])cc2)nc2ccccc2c1=O,6%
COc1ccc(C2CC(c3ccccc3)=NN2c2ccc(/C=N/NC(=O)c3ccccc3[N+](=O)[O-])cc2)cc1 (stereo not drawn),17%
Cc1cc(/C=C2\C(=O)NC(=S)N(c3ccccc3)C2=O)c(C)n1-c1ccc([N+](=O)[O-])cc1,13%
O=C(NCCCNc1ccc([N+](=O)[O-])cc1Cl)c1cccc(Br)c1,10%
Cc1c(N=Cc2cc([N+](=O)[O-])ccc2Cl)cccc1[N+](=O)[O-],8%
